GLP1R ag = activates the human GLP-1 receptor; P43220; HEK293 GLP-1R CRE-luciferase, luminescence, 4-6 h; cells express a hypersensitive GLP-1R form; Potency, µM (top dose mostly 45.6 µM), for inactives: top-dose activation, most hits filed as activators; hit rate 0.007% among 380,000; AID 624172; also: potency is read from the fitted curve at half-maximal effect; % of control where 0% means no effect
Target sequence (P43220 whole entry, looked up): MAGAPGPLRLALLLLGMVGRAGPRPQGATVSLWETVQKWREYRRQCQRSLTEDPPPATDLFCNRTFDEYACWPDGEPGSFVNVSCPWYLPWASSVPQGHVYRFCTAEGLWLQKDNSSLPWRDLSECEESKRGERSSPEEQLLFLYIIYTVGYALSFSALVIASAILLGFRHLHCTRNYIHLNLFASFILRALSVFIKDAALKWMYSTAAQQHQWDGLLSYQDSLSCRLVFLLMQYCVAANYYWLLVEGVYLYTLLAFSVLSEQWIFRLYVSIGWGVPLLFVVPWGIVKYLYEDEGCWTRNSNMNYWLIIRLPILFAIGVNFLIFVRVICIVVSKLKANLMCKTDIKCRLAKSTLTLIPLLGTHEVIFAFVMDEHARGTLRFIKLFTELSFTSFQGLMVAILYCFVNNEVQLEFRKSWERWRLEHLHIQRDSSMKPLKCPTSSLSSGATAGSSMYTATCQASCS
PLK1 PBD block = inhibitors of human PLK1 polo-box domain binding | hit rate 2.8% among 360,000 | Plk1 PBD binding of FITC phosphopeptide, fluorescence polarization | P53350 | Potency, µM, inactives show max response, negative = inhibition, most hits filed as inhibitors; also: potency is read from the fitted curve at half-maximal effect; series mostly up to about 57 µM; % is scaled to controls: 0 for no effect and ±100 for the full control effect; nearly all actives have a fitted effect of over 65% in size
Target sequence (P53350 whole entry, looked up, the tested form may be a part): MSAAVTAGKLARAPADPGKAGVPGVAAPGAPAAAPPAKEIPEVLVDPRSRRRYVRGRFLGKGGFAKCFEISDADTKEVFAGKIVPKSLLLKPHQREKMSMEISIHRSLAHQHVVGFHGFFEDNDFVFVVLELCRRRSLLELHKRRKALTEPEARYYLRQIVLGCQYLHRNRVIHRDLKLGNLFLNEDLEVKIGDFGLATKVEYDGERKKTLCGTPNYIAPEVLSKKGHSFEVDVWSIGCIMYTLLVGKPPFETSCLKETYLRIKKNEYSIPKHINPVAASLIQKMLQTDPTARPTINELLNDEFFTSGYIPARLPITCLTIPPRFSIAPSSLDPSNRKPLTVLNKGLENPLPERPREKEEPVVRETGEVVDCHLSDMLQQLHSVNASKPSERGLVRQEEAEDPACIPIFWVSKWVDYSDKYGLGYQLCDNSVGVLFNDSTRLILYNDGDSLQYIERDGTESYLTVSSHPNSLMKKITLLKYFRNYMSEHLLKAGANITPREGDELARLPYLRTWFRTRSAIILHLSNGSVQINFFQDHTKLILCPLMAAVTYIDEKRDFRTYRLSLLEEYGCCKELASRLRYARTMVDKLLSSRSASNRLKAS
EPAC1 agonist = EPAC1 (human) agonism; EPAC1 agonist qHTS, biochemical assay; response scale: 100% = response to 6.5 mM cAMP; Potency, µM (doses to about 154 µM), for the others: at the highest dose activation, hits mostly activators; O95398; hit rate 0.073% among 360,000; also: potency is read from the fitted curve at half-maximal effect; nearly all actives have a fitted effect of over 60% in size
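EPAC1 100 nM, Rap1B–BODIPY-GDP 250 nM, unlabeled GDP 50 uM; compound titration; 5 min RT; kinetic read ex480/em540 at 5-min intervals ×30 min; data normalized to 6.5 mM cAMP agonist control.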
HEK293 tox = cytotoxicity counter-screen for GLP-1 receptor inverse agonists. HEK293 cAMP-luciferase reporter cells, luminescence, 24 h. Potency, µM (top dose mostly 38.3 µM), inactives show top-dose activity change, negative = inhibition, most hits filed as inhibitors. hit rate 0.13% among 410,000;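 also: loss of luciferase light is scored as toxicity; potency is read from the fitted curve at half-maximal effect; % is scaled to controls: 0 for no effect and ±100 for the full control effect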
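Seeding density was 200 cells/uL; after overnight-length (12 h) culture, 23 nL compounds went on for 24 h at 37 °C. Readout used a luciferase detection reagent, luminescence taken after 12 min at room temperature.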
IL-2 act = activates IL-2 in a cell-based reporter assay; activation, % (series mostly up to about 46 µM); hit rate 0.065% among 360,000; IL-2 activation reporter assay, cell-based qHTS; stimulated with anti-CD3/CD4/CD28 beads; in transgenic mouse T cells; in the data active = activation above about 50%; inconclusive = mostly about 30% to 49%; also: 0% is about no effect
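Unstimulated transgenic mouse T cells; 60-min compound exposure; bead-based TCR/CD4/CD28 stimulation; 18 h culture, 37 degrees C; dual fluorescence (EGFP, DsRed) plate cytometry.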
EPAC1 antag = EPAC1 (human) antagonism; EPAC1 GEF assay, Rap1b-BODIPY-GDP exchange fluorescence; AID 720709; Potency, µM (doses to about 115 µM), for inactives: top-dose activity change, negative = inhibition, hits mostly inhibitors; hit rate 0.14% among 360,000;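 also: potency is read from the fitted curve at half-maximal effect; plate controls were vehicle for no effect and positive control for full effect; nearly all actives have a fitted effect of over 50% in size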
GLP-1R inv ag = inverse agonists of human GLP-1 receptor; P43220; HEK293 GLP-1R CRE-luciferase, luminescence, 24 h; GLP-1R form is constitutively active; Potency, µM (titrated, usually from 38.3 µM), inactives show at the highest dose activity change, negative = inhibition, usual class: inhibitors; hit rate 1.6% among 410,000; AID 624417; also: potency is read from the fitted curve at half-maximal effect; % is scaled to controls: 0 for no effect and ±100 for the full control effect; nearly all actives have a fitted effect of over 55% in size
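Luminescence readout: a drop in cAMP-driven luciferase signal flags inverse agonism at a constitutively active GLP-1R stably expressed in HEK293. Compound exposure lasted 24 hr at 37 deg C, 5% CO2.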
PTHR1 agonist = PTHR1 (human) receptor agonism. HEK293 GP2 PTHR1 cells, GloSensor cAMP luminescence, 1 h. Potency, µM (top dose mostly 115 µM), without a hit: at the top dose activation, most hits filed as activators. hit rate 0.075% among 410,000. AID 743266; also: potency is read from the fitted curve at half-maximal effect; nearly all actives have a fitted effect of over 55% in size; some results filed as inactive show a strong effect at the top dose; inactives centre near -15; many of its hits are not listed in these tables
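HEK-293-derived GP2 cells expressing PTHR1 and a GloSensor cAMP reporter, 3,000/well, plated overnight, given luciferin plus IBMX (each 0.5 mM as added) for 1 h at 37 °C, then compound for 1 h at 37 °C. Luminescence was read after 15 min at room temperature.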
PI5P4Ka inh = blocks human PI5P4K alpha kinase activity | max response, % | hit rate 1.2% among 330,000 | PI5P4Kalpha enzyme, ADP-Glo luminescence, 60 min; active compounds read low; active = max response of -50% or lower; inconclusive = between -30% and -50%; inactive = -30% or higher; also: value at the top dose of about 77 µM; % is scaled to controls: 0 for no effect and ±100 for the full control effect
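Controls without substrate or without enzyme flank wells where PI5P4Kalpha converts substrate using 5 microM ATP (final). Incubation lasts 60 minutes at room temperature; ADP formed is read by ADP-Glo luminescence.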
* marks the source's active call; other numbers are inactive results; i = inactive; ? = inconclusive; nt = no result given; [ ] = remark or other dose. Unless noted, calls follow the shape of the dose curve; as a rule, active = well fitted curve in the direction sought with a large enough effect; inconclusive = small, poorly fitted or top-dose-only effect, or another doubt; inactive = no such curve, though single readings can be large; an effect the other way counts as inactive or inconclusive. Only part of the results is shown; the hit share may differ from the screen's.

SMILES | GLP1R ag | PLK1 PBD block | EPAC1 agonist | HEK293 tox | IL-2 act | EPAC1 antag | GLP-1R inv ag | PTHR1 agonist | PI5P4Ka inh
CCNC(=O)CC1C(=O)N(c2cccc(C)c2)C(=O)N1CCC(C)C (stereo not given) | -1% | 3% | -7% | 4% | -5.7 | -9% | 30% | -24% | -2
C=CCn1c(=O)c(C(=O)NC2CC2)c(O)c2cc(OC)c(OC)cc21 | -2% | -8% | -1% | -7% | -1.1 | -5% | -40% | i | 5
CC(=S)c1c(C)cc2cc(C)ccn12 | -1% | ? | 7% | 6% | 3.4 | 13% | 13% | i | 2
COc1ccc(-c2csc(C(C)(O)c3cccnc3)n2)cc1 (stereo not given) | -4% | 2% | -7% | -4% | -0.5 | -11% | -15% | -36%[inhibitor] | -6
O=C(Cn1ccc(NC(=O)OCc2ccccc2)nc1=O)NCc1ccc2c(c1)OCO2 | 1% | -7% | 6% | -2% | -0.2 | -9% | 19% | -1% | -7
COc1cc(/C=C2\C=CC(=O)O2)cc(OC)c1 | 8% | 12% | -23% | 23% | -2.6 | -18% | -6% | -16% | -15
Cc1nn(C)c(C)c1/C=N/NC(=O)c1csc2ccccc12 | 20% | -14% | 7% | 4% | -0.3 | -10% | 2% | i | 3
Cc1cc(C[n+]2ncsc2N)c2ncccc2c1 | 4% | -6% | 1% | -2% | -3.3 | 5% | -12% | -9% | -1
Cc1cccc(COC(=O)CCCNC(=O)c2ccc(Cl)cc2)c1 | 16% | -9% | 0% | -5% | 1.0 | 12% | ? | -10% | 11
Cc1cc(C)c(C)c(S(=O)(=O)N2CCN(c3ncnc4sc(C)c(C)c34)CC2)c1C | -18% | -4% | 11% | 5% | -3.6 | 0% | 13% | -4% | 1
O=C(NCCNc1nccc(C(F)(F)F)n1)c1cccc(C(F)(F)F)c1 | 0% | -1% | -9% | -5% | 0.5 | 0% | ? | -14% | 7
CCCC(C(=O)Nc1ccc2c(C)cc(=O)oc2c1)c1ccccc1 (stereo not given) | 4% | -9% | 2% | 0% | -3.4 | -14% | 21% | -16% | -2
CCCn1c(SCC(=O)Nc2cccc(S(=O)(=O)NC3=NCCCCC3)c2)nc2ccccc2c1=O | 6% | ? | 6% | -5% | -0.2 | -7% | ? | i | 1
O=C(O)C1CCC(=O)N1C1CCCC1 (stereo not given) | 4% | -10% | 6% | 20% | 0.3 | -26% | 12% | i | 6
O=C(NNS(=O)(=O)c1ccc(C(F)(F)F)cc1)c1cnn(-c2ccccc2)c1C(F)(F)F | -5% | -1% | 2% | -25% | -0.3 | -7% | -9% | -6% | 0

One compound at a time, as listed above. Order of values: GLP1R ag | PLK1 PBD block | EPAC1 agonist | HEK293 tox | IL-2 act | EPAC1 antag | GLP-1R inv ag | PTHR1 agonist | PI5P4Ka inh
Shown for Cc1cccc(COC(=O)CCCNC(=O)c2ccc(Cl)cc2)c1 → 16% | -9% | 0% | -5% | 1.0 | 12% | ? | -10% | 11
Shown for CCCC(C(=O)Nc1ccc2c(C)cc(=O)oc2c1)c1ccccc1 (stereo not given) → 4% | -9% | 2% | 0% | -3.4 | -14% | 21% | -16% | -2
Shown for CCNC(=O)CC1C(=O)N(c2cccc(C)c2)C(=O)N1CCC(C)C (stereo not given) → -1% | 3% | -7% | 4% | -5.7 | -9% | 30% | -24% | -2

Other results
SMILES | GLP1R ag | PLK1 PBD block | EPAC1 agonist | HEK293 tox | IL-2 act | EPAC1 antag | GLP-1R inv ag | PTHR1 agonist | PI5P4Ka inh
CC1(C)CC(=O)C=C(N=CC2=C(O)CC(C)(C)CC2=O)C1 | 15% | -12% | -3% | 219%[activator] | 0.0 | -9% | ? | -10% | 3
CN(Cc1ccc(F)cc1)Cc1nc(-c2ccccc2)no1 | -3% | -10% | 9% | 8% | 0.0 | -5% | ? | -16% | 22
CC(C)N(Cc1ccccc1)C(=O)COC(=O)c1ccccc1SCC(=O)N1CCCC1 | 14% | -3% | -1% | ? | -2.3 | 5% | ? | -14% | 0
CC(Sc1nnc(COc2ccc(Cl)cc2)n1-c1ccccc1)C(=O)O (stereo not given) | -2% | -7% | 7% | 1% | -1.8 | -16% | -13% | i | ?
CCN(CC)c1ncnc2c1ncn2[C@H]1CN(C2CCCC2)C[C@@H](CO)O1 | 25% | 2% | 5% | 1% | -0.6 | -1% | 19% | 15% | -2
O=C(COc1ccccc1)Nc1ccc(-c2nnc(-c3ccco3)o2)cc1 | -6% | 3% | 0% | -12% | 0.1 | 0% | 0% | -2% | 2
CCN(CC)c1ccc(C(=O)O)cc1 | -5% | -7% | -1% | 9% | 0.5 | ? | 9% | i | 7
COc1cc(C=O)ccc1OC(=O)c1ccc(C(C)C)cc1 | -4% | -5% | 10% | -4%[0.307 µM] | 0.5 | -14% | -5%[0.307 µM] | -33%[inhibitor] | 4
COc1ccc(S(=O)(=O)N2CCC(C(=O)NCc3cccnc3)CC2)cc1C | 3% | 2% | 1% | -6% | -4.5 | 2% | 11% | i | -3
CCCCNC(=O)C1CCCN1C(=O)Nc1cccc(OC)c1 (stereo not given) | -1% | 4% | 7% | 22% | -1.4 | 4% | 18% | i | 2
COc1ccc(Sc2cc(C(F)(F)F)nc(-c3ccccn3)n2)cc1 | -8% | -8% | 3% | 7% | -1.1 | 4% | 7% | i | -1
C=CCn1c(SCC(=O)N(CC)C2CCS(=O)(=O)C2)nc2sc3c(c2c1=O)CCC3 (stereo not given) | -1% | 0% | 2% | 4% | -0.7 | 1% | 22% | -71%[inhibitor] | 1
CCc1nn(CC(=O)N2CCN(C)CC2)c(=O)c2cccn12 | -1% | -9% | 9% | -1% | 2.4 | -6% | -4% | i | 0
COc1cc(C(=O)N2CCN(C(=O)COc3ccc4ccccc4c3)CC2)cc(OC)c1OC | -8% | -3% | 0% | -9% | 2.5 | -8% | -5% | -11%[57.5 µM] | 5
CCOC(=O)c1ccc(NS(=O)(=O)c2ccc(Br)s2)cc1 | -1% | nt | nt | 4% | nt | nt | -8% | -5% | nt
Nc1ccc2c(c1)C(=O)N(CCCC(=O)O)C2=O | -9% | -3% | 15% | -7% | -0.6 | -10% | 4% | -9%[57.5 µM] | 2
CCC(C)(CC(=O)O)CC(=O)Nc1cc(C(F)(F)F)cc(C(F)(F)F)c1 (stereo not given) | 10% | 3% | -2% | 4% | -1.6 | -3% | -23% | i | 9
Cc1ccc(/C=N/NC(=O)CSc2nnc(-c3ccc(Cl)cc3)n2-c2ccccc2)o1 | -9% | -5% | 8% | -17% | 0.8 | -6% | ? | -21% | -2
CCOC(=O)N1CCN(C(=O)/C=C/c2cccc([N+](=O)[O-])c2)CC1 | 6% | 30µM* | 8% | 0% | -1.1 | -29% | -8% | -49%[inhibitor] | -14
O=C1c2ccccc2NC(c2ccc(Cl)cc2Cl)N1O (stereo not given) | -1% | -10% | 2% | -28% | 0.4 | -2% | ? | -34%[inhibitor][57.5 µM] | 1
O=C1c2ccccc2S(=O)(=O)c2cc(N3CCN(c4ccccc4)CC3)ccc21 | 4% | -1% | 6% | -2% | -0.2 | -14% | 2% | i | -4
Cc1cc(C)c2c(n1)sc1c(=O)n(Cc3ccc(F)cc3)cnc12 | 16% | -7% | 3% | -4% | -0.4 | -7% | 14% | -11% | -1
Cc1ccc(/C=C/C(=O)OC(C)C(=O)Nc2ncc(Cl)cc2Cl)o1 (stereo not given) | -2% | 2% | -6% | -6% | -2.1 | 3% | 1% | -4% | -4
O=[N+]([O-])c1ccc2c(c1)nc1n2CCCCC1 | 18% | -6% | 1% | -1% | 0.0 | 4% | 14% | -19% | 1
CN(C)CC/C=C1/c2cc(F)ccc2Sc2ccc(Cl)cc21 | 6% | -1% | -11% | ? | -5.9 | -27% | 10µM* | -3% | 0
CC(C)(C)/C(O)=C/c1nc2cc(Cl)ccc2oc1=O | 4% | -3% | -3% | -2% | -1.6 | -4% | -23% | -12% | -3
Cc1ccc(-n2cc(CNCCCn3cccn3)c(-c3cccc(C)c3)n2)cc1 | 7% | -8% | 3% | ? | -1.3 | -19% | ? | 26% | 14
CCOC(=O)CSc1cc(C)nc2ccc(OC)cc12 | 7% | -11% | -5% | 17% | 0.0 | 21% | 10% | -10% | 0
O=C(NNC(=O)C1[C@H]2CCCC[C@@H]12)Nc1cccc2ccccc12 (stereo not given in full) | 3% | 0% | 0% | 6% | 0.0 | 8% | ? | -2% | -1
COC(=O)C1=C(Nc2ccc(C)cc2)C=C(C)C(C(=O)OC)C1c1ccc(OC)cc1 (stereo not given) | -8% | -5% | 7% | 6% | 7.8 | -11% | 0% | i | nt
COCCn1c(CN(C)Cc2ccccc2)nc2c1c(=O)n(C)c(=O)n2C | -1% | 0% | 1% | 3% | -3.4 | -7% | 5% | i | 11
CCOC(=O)c1c(C)[nH]c(C(=O)CSc2nnnn2-c2ccc(C)cc2)c1C | -8% | -3% | 4% | -6% | -2.2 | 1% | 1% | -5% | nt
COc1ccc(C(=O)OCc2ccc(C)cc2)cc1S(=O)(=O)N1CCOCC1 | 23% | -5% | 2% | 0% | -0.9 | -14% | 2% | -31%[inhibitor] | 3
Oc1[nH]c2ccccc2c1N=Nc1c(F)c(F)c(C(F)(F)F)c(F)c1F | 1% | -8% | 12% | 3% | -0.1 | 11% | 19% | -10% | 15
O=S(=O)(c1ccccc1)N1CCN(C(=S)Nc2ccc(F)cc2)CC1 | -7% | 1% | -14% | -11% | 0.3 | -23% | -3% | -6% | 1
Cc1cccc(C)c1NC(=S)/N=C/N(C)C | 2% | ? | -1% | -15%[7.66 µM] | -1.0 | -4% | -24%[7.66 µM] | i | -15
O=C(c1ccc(C(=O)N2CCN(c3ccccc3F)CC2)nc1)N1CCN(c2ccccc2F)CC1 | -1% | 2% | -6% | 2% | -1.9 | -20% | 1% | -5% | 6
N#Cc1ccccc1OCC(=O)NNC(=O)CNC(=O)c1cccc(Br)c1 | -4% | -6% | -8% | 6% | -0.1 | -4% | -8% | ? | -4
Cc1ccccc1OCC(=O)NN1Cc2ccccc2C1=N | -4% | 27µM* | 4% | -5% | -0.3 | -13% | -16% | i | 1

Bioassay records as filed in PubChem.
